Assay outcomes as filed in PubChem.
NR3A LBD binder: binders of NR3A ligand-binding domain, primary screen, biophysical, differential scanning fluorimetry, uHTS; Glutamate receptor ionotropic, NMDA 3A (GRIN3A) ligand-binding domain; NR3A LBD differential scanning fluorimetry, Tm shift; 0% = protein alone, 100% = glycine-bound protein; AID 1259313, 2017; hit rate 2.5% among 340,000; Tm shift relative to glycine control, % at 25 µM;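 active = melting temperature shift of at least 10% of the positive control shift, at one fixed dose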
ATG4B inh: ATG4B protease inhibitors, primary screen, biochemical, fluorescence, uHTS. AID 504462, 2011. hit rate 0.51% among 340,000. inhibition, % at 8.33 µM. Cysteine protease ATG4B (Homo sapiens), Q9Y4P1. ATG4B cleavage of LC3-PLA2, NBD-HPC fluorescence, 1 h; in the data active = inhibition above about 40%
Target sequence (Q9Y4P1 whole entry, looked up): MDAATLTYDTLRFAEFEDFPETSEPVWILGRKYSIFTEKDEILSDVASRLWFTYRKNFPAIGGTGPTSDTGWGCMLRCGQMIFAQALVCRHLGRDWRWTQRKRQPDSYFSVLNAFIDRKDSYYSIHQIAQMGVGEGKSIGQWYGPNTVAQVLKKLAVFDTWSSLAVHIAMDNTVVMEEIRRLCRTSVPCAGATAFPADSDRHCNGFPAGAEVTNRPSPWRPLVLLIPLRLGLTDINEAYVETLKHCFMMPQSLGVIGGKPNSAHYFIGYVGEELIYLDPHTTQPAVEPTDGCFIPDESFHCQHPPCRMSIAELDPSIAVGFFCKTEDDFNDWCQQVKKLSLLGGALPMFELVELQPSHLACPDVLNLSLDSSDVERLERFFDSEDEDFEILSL
hIAP act: human IAP activators, primary screen, biochemical, luminescence, uHTS; hit rate 0.16% among 330,000; purified human IAP, CDP-Star luminescence, 30 min; active compounds read high; 1 = vehicle-only enzyme, 0 = enzyme-free background; activation factor at 10 µM; AID 2524, 2010; Intestinal-type alkaline phosphatase (Homo sapiens), P09923;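 active = activation factor of the enzyme at least 2-fold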; also: the source names both 10 and 20 µM as test concentration; values of inactives mirror those of a sister screen read the other way
SENP8 inh: human SENP8 protease inhibitors, primary screen, biochemical, fluorescence, Nedd8 protein substrate, uHTS; recombinant SENP8; inhibition, % at 20 µM; hit rate 0.64% among 360,000; in the data active = inhibition mostly above about 40%, no sharp cut-off; inactive = mostly below about 27%
SENP1 inh: human SENP1 catalytic domain inhibitors, primary screen, biochemical, FRET, uHTS | hit rate 0.21% among 360,000 | Sentrin-specific protease 1 (Homo sapiens), Q9P0U3 | recombinant SENP1 catalytic domain, CyPet-SUMO1-YPet FRET cleavage | inhibition, % at 10 µM | AID 624204, 2012;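 active = inhibition at least 30% at 10 µM, raw YFP signal under a set limit, fluorescence ratio 0.5 to 1.5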;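 also: 0% = enzyme with DMSO and 100% = no enzyme wells; some results filed as inactive read as strong as hits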
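material = recombinant human SENP1 catalytic domain, His6-tagged | quantity = 20 pM enzyme | reagent = 25 nM SUMO1 FRET substrate | compound dosing = 10 µM single point, 0.5% DMSO | timing = 50 min enzyme reaction, room temperature, light-protected | detection = FRET, CFP and YFP emission | control set = no-enzyme low, enzyme-DMSO high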
SENP6 inh: SENP6 protease inhibitors, primary screen, biochemical, luminescence, uHTS | hit rate 1.8% among 330,000 | inhibition, % at 10 µM | Sentrin-specific protease 6 (Homo sapiens), Q9GZR1 | Recombinant SENP6 catalytic domain, aminoluciferin luminescence | AID 2599, 2010;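 active = inhibition above about 50% at the single tested dose, limit read from the data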;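 also: plate controls were DMSO wells with enzyme for no effect and DMSO wells lacking enzyme for full effect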
Target sequence (Q9GZR1 628-1112 limits assumed): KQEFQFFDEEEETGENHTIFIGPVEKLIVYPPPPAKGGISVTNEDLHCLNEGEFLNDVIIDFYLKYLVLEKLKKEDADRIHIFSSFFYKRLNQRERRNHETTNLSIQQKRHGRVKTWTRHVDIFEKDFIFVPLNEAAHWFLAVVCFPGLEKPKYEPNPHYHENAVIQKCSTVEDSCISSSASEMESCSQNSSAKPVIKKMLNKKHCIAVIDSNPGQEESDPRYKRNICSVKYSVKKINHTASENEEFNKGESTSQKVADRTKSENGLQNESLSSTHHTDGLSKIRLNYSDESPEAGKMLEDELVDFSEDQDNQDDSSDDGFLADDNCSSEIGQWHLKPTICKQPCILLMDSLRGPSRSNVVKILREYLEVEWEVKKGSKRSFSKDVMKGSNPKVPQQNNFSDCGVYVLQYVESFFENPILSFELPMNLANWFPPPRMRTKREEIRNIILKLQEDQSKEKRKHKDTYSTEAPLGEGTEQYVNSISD
MPTP inh: mitochondrial permeability transition pore inhibitors, primary screen, biochemical, isolated mouse mitochondria, absorbance | Ca2+ swelling absorbance, 30 min | AID 602449, 2012 | inhibition, % at 10 µM | hit rate 1.4% among 360,000;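 active = inhibition of 50% or more, scaled per plate between neutral and stimulator controls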;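 also: 0% = DMSO wells given calcium and 100% = 1 mM EGTA wells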
PfGluPho inh: PfG6PD enzyme inhibitors, primary screen, biochemical, fluorescence intensity, uHTS; glucose-6-phosphate dehydrogenase-6-phosphogluconolactonase (Plasmodium falciparum 3D7); PfGluPho enzyme, NADPH resazurin-diaphorase fluorescence; inhibition, % at 20 µM; hit rate 0.78% among 350,000; AID 504690, 2011;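 active = inhibition reaching at least a set limit at 20 µM in the primary screen, cut at about 59% in these data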;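 also: 0% = DMSO wells with substrate and 100% = DMSO wells lacking glucose-6-phosphate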
* = called active by the depositor; nt = not tested or not shown. Rows were taken by chance; about 6.7% have a hit in one of these screens.

entry	SMILES	NR3A LBD binder	ATG4B inh	hIAP act	SENP8 inh	SENP1 inh	SENP6 inh	MPTP inh	PfGluPho inh
1	COCC(=O)N1CCC(Oc2ccc(C(=O)N3C[C@@H](C)O[C@@H](C)C3)cc2)CC1	3	-5	0.99	5	2	16	-1.8	13
2	Nc1c(C(=O)c2ccccc2)sc2nsc(SCCN3CCOCC3)c12	2	-1	1.1	25	-37	-7	3.6	58
3	COc1cccc(-c2cc(C(=O)Nc3cc(C)on3)no2)c1	-3	6	1.2	12	0	2	0.5	-20
4	CCn1c(=N)n(CC(=O)c2ccco2)c2ccccc21	2	2	1	-4	-7	-17	-1.0	-16
5	O=[N+]([O-])c1cccnc1Oc1ccc(F)cc1F	5	-1	1	24	3	-2	1.8	-10
6	CCOc1ccccc1/C=C(\NC(=O)c1ccccc1)C(=O)NCCC(=O)O	-8	-6	0.89	4	-1	7	-2.8	-9
7	Cc1ccc(Nc2ncnc3sc(C)c(C)c23)cc1C	1	16	1	-18	-4	-8	5.1	-2
8	COC(=O)c1c(NC(=O)Cc2cccs2)sc2c1CCC(C)C2 (configuration not stated)	-1	7	0.82	-21	-5	0	0.5	37
9	COC(=O)CCCCCC(CCC(=O)OC)NC(C)=O (configuration not stated)	-2	-3	1	26	-1	2	-0.9	-3
10	Cc1cc(NC(=O)C(C)SCC(=O)Nc2ccccc2OC(F)F)no1 (configuration not stated)	1	6	0.91	-1	1	5	0.4	-4
11	COc1ccc(Cl)cc1NC(=O)CN(C)C(=O)c1cccc(S(=O)(=O)N2CCN(C)CC2)c1	-1	-12	1.1	14	-3	-19	-0.5	2
12	CC1=C(C(=O)N2CCCC(N3CCN(c4cccc(Cl)c4)CC3)C2)OCCO1 (configuration not stated)	-5	-1	1.2	6	-1	0	-1.1	3
13	CCOc1ccc(C(=O)Nc2ccc3nc(N4CCN(CC)CC4)cc(C)c3c2)cc1	-9	-4	1	-209	-2	13	-0.7	3
14	O=c1cc(CSc2ccc(Cl)cc2)nc(N2CCCCC2)[nH]1	6	-5	0.98	5	0	7	1.3	-5
15	O=C1/C(=C/c2cccc([N+](=O)[O-])c2)CCc2ccccc21	11*	15	0.93	14	2	42	-1.6	-2
16	COc1ccc(NC(=O)Nc2ccc3c(c2)C(=O)N([C@@H](C)CO)C[C@@H](C)[C@@H](CN(C)S(=O)(=O)c2cn(C)cn2)O3)cc1	0	nt	1	10	1	-19	-0.4	-9
17	Cc1ccc(C)c2nc(SCC(=O)NCc3cccs3)c(C#N)cc12	nt	-3	0.93	-20	-2	-5	0.7	9
18	Cc1cc(NC(=O)c2n[nH]c(=O)c3ccccc23)ccc1Br	-3	2	1	nt	nt	-1	nt	-19
19	COc1cc(/C=N\Nc2ccc([N+](=O)[O-])cc2)ccc1OCC(=O)Nc1ccc(C)c(C)c1	17*	-7	nt	-45	-22	nt	3.5	-8
20	CCCNC(=O)C(Cc1cccc(C#N)c1)NC(=O)c1cccc([N+](=O)[O-])c1 (configuration not stated)	-1	-5	1	7	2	6	0.0	-5
21	COc1ccc(Cc2c(C)nc(N)nc2Cl)cc1	-2	-1	1.1	16	2	8	-0.1	-17
22	CC(C(=O)NCCN1C(=O)S/C(=C\c2cccs2)C1=O)N1C(=O)c2ccccc2C1=O (configuration not stated)	-3	-5	1.1	26	0	-4	9.2	-2
23	Cc1ccc(OCC(=O)N2CCN(S(=O)(=O)c3ccccc3)CC2)c([N+](=O)[O-])n1	2	-5	0.84	23	-1	10	0.6	8
24	CCn1c(=O)cc(OCC(=O)NCCc2ccc(OC)c(OC)c2)c2ccccc21	-3	-1	1.2	-2	2	-1	2.8	-13
25	COc1ccccc1C1CCN(C(=O)C2CCCCC2)CC1	-3	3	1.1	23	1	-26	0.6	-1
26	O=[N+]([O-])c1ccc(Cl)c(S(=O)(=O)Nc2ccc(S(=O)(=O)N3CCOCC3)cc2)c1	0	3	0.88	14	1	-12	1.2	-14
27	COc1ccc(C(CNC(=O)CCNS(=O)(=O)c2ccc(Br)cc2)N2CCCC2)cc1 (configuration not stated)	1	-6	1.2	-141	-1	-11	0.2	2
28	CC(CNC(=O)CCCn1c(=O)c2cccn2c2cccnc21)c1ccccc1 (configuration not stated)	nt	nt	nt	-23	-1	nt	-1.1	2
29	COC(=O)C1(Cc2ccc(O)cc2)OC(=O)C(O)=C1c1ccc(O)cc1 (configuration not stated)	0	-5	0.85	8	-10	-1	-0.2	11
30	N#CCCn1cc(/C=N/O)c(-c2cccc([N+](=O)[O-])c2)n1	3	-8	0.93	9	2	-10	-1.9	-2
31	CC1(c2ccc(OC(F)F)cc2)NC(=O)N(CC(=O)N2CCN(C(=O)c3ccco3)CC2)C1=O (configuration not stated)	2	2	0.89	16	0	8	-1.7	1
32	Cc1cnc(NC(=O)CSc2nnc(COc3c(C)cccc3C)o2)s1	-1	8	1.1	12	-2	-23	-0.9	-14
33	O=C(NC1CCN(C(=S)NCc2ccco2)CC1)c1cccc(F)c1	1	-9	0.86	7	2	-22	-0.8	11
34	Cc1ccnc(NC(=O)C2CCN(S(=O)(=O)c3cccc(C(F)(F)F)c3)CC2)c1	2	-6	0.95	-1	0	4	0.1	3
35	CCOC(=O)Cn1cc(C(=O)C2CC2)c2ccccc21	2	-3	0.98	12	3	-6	0.1	6
36	COCCOC(=O)c1c(C)oc2ccc(O)c(CN3CCC(C)CC3)c12	1	-2	1.1	8	3	-2	1.0	-10
37	COc1ccc(OC)c(NC(=O)c2cccc(NC(=O)c3ccccc3C(=O)O)c2)c1	-1	5	0.87	-47	1	-12	-0.2	-21
38	CC(=O)c1ccc(S(=O)(=O)NCCC(=O)OCC(=O)N(Cc2ccccc2)C(C)(C)C)cc1	2	-11	0.97	7	1	-9	0.4	-4
39	Cc1cnc(C(=O)OC(C(=O)c2c[nH]c3ccccc23)c2ccccc2)cn1 (configuration not stated)	2	-4	1.2	-2	2	-6	-1.0	1
40	Cc1ccc(Cn2nc(C)c(NC(=O)C3(C)CC3(Br)Br)c2C)cc1 (configuration not stated)	1	-15	1	8	2	-3	1.0	13
41	CCSCc1nnc(SCC(=O)c2ccc(OC)cc2)n1C	-1	-1	0.96	24	0	-5	-0.3	19
42	O=C(O)CCCC(=O)Nc1cccc(-c2nc3ccccc3[nH]2)c1	0	-5	0.96	-17	1	9	-0.9	6
43	CCCNC(=O)NC(=O)COC(=O)CNS(=O)(=O)/C=C/c1ccccc1	-4	-6	0.92	5	1	-18	3.8	-7
44	Cc1cc([N+](=O)[O-])nn1CC(=O)NNC(=S)Nc1ccc(Cl)cc1	-1	16	0.95	5	1	-1	-2.3	-6
45	C=CCNC(=O)COc1coc(CN2CCN(Cc3ccccc3)CC2)cc1=O	3	-1	0.99	8	1	-1	0.3	8
46	O=S1(=O)CCOC[C@H](CC2CCCCC2)N1Cc1cccc(Cl)c1	-4	8	1.1	10	-1	9	-0.1	10
47	CC(C)=C(NC(=O)c1ccccc1Cl)C(=O)NCCc1nc2ccccc2[nH]1	nt	nt	nt	13	1	nt	-0.9	2
48	CC(C)C[C@H](NC(=O)C1CC(=O)N(c2ccc3c(c2)OCO3)C1)C(=O)NC1CCCCC1 (some centres not stated)	-1	10	1.1	-8	-3	0	-0.7	-7
49	Cc1ccc(C(=O)CN2C(=O)NC3(CCOc4ccccc43)C2=O)s1 (configuration not stated)	-3	-1	1.1	3	-5	-12	-1.4	0
50	O=C1CC(NS(=O)(=O)c2cccnc2)CN1c1ccc(Cl)cc1 (configuration not stated)	2	-5	1	-3	1	11	-1.3	-7
51	CCCNC(=O)Cc1ncn[nH]1	3	0	1.1	3	0	16	0.2	22
52	CC(=O)N1CCCc2cc(S(=O)(=O)N(C)Cc3ccccc3)ccc21	0	9	1.1	21	3	-1	2.0	-19
53	COCCN(C(=O)c1snc(C(N)=O)c1N)C(C(=O)NC1CCCCC1)c1ccc(OC)c(OC)c1 (configuration not stated)	0	-5	1.1	-246	-2	19	-0.4	-9
54	CCOC(=O)c1cccc(N2C(=O)C3C4C=CC(CC4)C3C2=O)c1 (configuration not stated)	1	-4	1.1	12	-2	-17	0.1	-6
55	Cc1ccccc1C(=O)c1cccn1CC(=O)NCCN1CCN(c2cccc(C)c2C)CC1	-3	32	1.2	9	0	24	2.2	5
56	COc1ccc(N2CCN(C3CC(=O)N(Cc4ccccc4)C3=O)CC2)cc1 (configuration not stated)	0	-7	1	0	5	8	-1.4	10
57	O=C1CC(C(=O)N2CCCc3ccccc32)CN1c1ccc(F)cc1 (configuration not stated)	0	-3	1.1	3	-3	-20	-2.2	3
58	Cc1ccc2c(c1)COc1c3ccc(C(=O)N4CCOCC4)cc3nn1-2	1	-5	0.88	-325	1	71*	-1.7	4
59	O=C(NCCc1ccc(Cl)cc1)c1cccc(N2CCCC2=O)c1	0	3	1.1	3	1	7	-1.1	-12

Some of the entries above, set out differently:
nr	NR3A LBD binder	ATG4B inh	hIAP act	SENP8 inh	SENP1 inh	SENP6 inh	MPTP inh	PfGluPho inh	Compound
47	nt	nt	nt	13	1	nt	-0.9	2	CC(C)=C(NC(=O)c1ccccc1Cl)C(=O)NCCc1nc2ccccc2[nH]1
48	-1	10	1.1	-8	-3	0	-0.7	-7	CC(C)C[C@H](NC(=O)C1CC(=O)N(c2ccc3c(c2)OCO3)C1)C(=O)NC1CCCCC1 (some centres not stated)
49	-3	-1	1.1	3	-5	-12	-1.4	0	Cc1ccc(C(=O)CN2C(=O)NC3(CCOc4ccccc43)C2=O)s1 (configuration not stated)
50	2	-5	1	-3	1	11	-1.3	-7	O=C1CC(NS(=O)(=O)c2cccnc2)CN1c1ccc(Cl)cc1 (configuration not stated)
51	3	0	1.1	3	0	16	0.2	22	CCCNC(=O)Cc1ncn[nH]1
52	0	9	1.1	21	3	-1	2.0	-19	CC(=O)N1CCCc2cc(S(=O)(=O)N(C)Cc3ccccc3)ccc21
53	0	-5	1.1	-246	-2	19	-0.4	-9	COCCN(C(=O)c1snc(C(N)=O)c1N)C(C(=O)NC1CCCCC1)c1ccc(OC)c(OC)c1 (configuration not stated)
54	1	-4	1.1	12	-2	-17	0.1	-6	CCOC(=O)c1cccc(N2C(=O)C3C4C=CC(CC4)C3C2=O)c1 (configuration not stated)
55	-3	32	1.2	9	0	24	2.2	5	Cc1ccccc1C(=O)c1cccn1CC(=O)NCCN1CCN(c2cccc(C)c2C)CC1
56	0	-7	1	0	5	8	-1.4	10	COc1ccc(N2CCN(C3CC(=O)N(Cc4ccccc4)C3=O)CC2)cc1 (configuration not stated)
